MEX-5 binding = MEX-5 zinc finger RNA-binding disruptors – biochemical, C. elegans, fluorescence polarization, MLPCN library, primary screen. Zinc finger protein mex-5 (Caenorhabditis elegans), Q9XUB2. MEX-5/FITC-TCR2 RNA binding; hits give low values. activity score (negative = inhibition of binding), % at 10 µM. hit rate 0.38% among 300,000. AID 1832, 2009;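 active means inhibition past about -25% in most replicates, and total fluorescence under double the plate's negative control median, limit read from the data; inconclusive means replicates evenly split on the limit, or fluorescence at least double controls; inactive means too little inhibition in most replicates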;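 further: 0% = DMSO and -100% = 5 µM competing unlabeled TCR2 RNA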
GRK2 inh = compounds blocking aptamer binding on GRK2 – biochemical, human GRK2, bead flow cytometry, HTS, primary screen. Beta-adrenergic receptor kinase 1 (Homo sapiens), P25098. FAM-aptamer displacement from GRK2. inhibition of aptamer binding, % at 10 µM. hit rate 0.59% among 330,000. AID 488847, 2010;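 active means inhibition of aptamer binding above 40%, roughly 3 SD of noise, on plates passing a quality check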;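 further: median bead fluorescence of bound FAM aptamer so fluorescent compounds give negative values; no value below 0 was filed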
AGP1 TOR yeast = modulators of AGP1-GFP expression in yeast TOR pathway, primary screen, cell-based, multiplex flow cytometry, S. cerevisiae, MLPCN library | 3 h; GFP as percent of DMSO wells | GFP response vs DMSO, % at 10 µM | hit rate 0.02% among 320,000;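 active means GFP response relative to DMSO above a set limit, near screen average plus 3 SD, cut at about 150% in these data; inconclusive means fewer than 70 cells counted for the yeast strain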;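 further: median GFP channel fluorescence of the gated AGP1 strain per well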
Bcl-xL primary = inhibitors of human Bcl-xL, primary screen, biochemical, fluorescence polarization, HTS; GST-Bcl-xL / FITC-Bim BH3 peptide fluorescence polarization; inhibition, % at 10.9 µM; hit rate 0.7% among 320,000; AID 2129, 2009;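 active means inhibition above the mean of all tested compounds plus 3 SD, cutoff set per campaign, cut at about 30% in these data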;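 further: 0% = DMSO wells and 100% = unlabeled Bim-BH3 peptide competitor; inhibitors lower millipolarization by displacing the labeled peptide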
Target sequence (Q07817 whole entry, looked up): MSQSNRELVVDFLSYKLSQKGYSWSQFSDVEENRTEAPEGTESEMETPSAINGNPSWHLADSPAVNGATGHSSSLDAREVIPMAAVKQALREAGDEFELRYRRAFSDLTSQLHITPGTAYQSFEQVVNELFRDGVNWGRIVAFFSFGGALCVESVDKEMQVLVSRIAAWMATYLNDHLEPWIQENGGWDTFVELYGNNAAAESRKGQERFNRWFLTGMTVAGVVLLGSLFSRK
CIT2 TOR yeast = modulators of CIT2-GFP expression in yeast, primary screen, S. cerevisiae, GFP fusion, multiplex flow cytometry, MLPCN library; S. cerevisiae CIT2-GFP strain, 3 h; 100 means same as DMSO wells; GFP response vs DMSO, % at 10 µM; hit rate 0.065% among 320,000; AID 2029, 2009;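 active means GFP response relative to DMSO above a set limit, near the screen mean plus 3 SD, cut at about 150% in these data; inconclusive means Fewer than 70 cells measured for a yeast strain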;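 further: ratio of well median GFP fluorescence to mean of DMSO wells on the plate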
Fam108B inh = mouse Fam108B serine hydrolase inhibitors, primary screen, counter-screen for RBBP9 inhibitor project, biochemical, fluorescence polarization. inhibition, % at 9.51 µM. recombinant Fam108B, FP-Rh probe fluorescence polarization. AID 1947, 2009. hit rate 0.33% among 300,000;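 active means inhibition above the screen mean inhibition plus 3 SD, computed separately per campaign, cut at about 18% in these data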;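 further: inhibitors lower polarization as less probe binds the enzyme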
MCL1-BIM inh = inhibitors of MCL1 binding to BIM-BH3, primary screen, biochemical, fluorescence polarization. GST-MCL1 / FITC-Bim-BH3 fluorescence polarization. hit rate 0.68% among 320,000. inhibition, % at 10.9 µM;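 active means inhibition above the mean inhibition of all tested compounds plus 3 SD, set per campaign, cut at about 40% in these data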;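 further: 0% = DMSO wells and 100% = unlabeled Bim-BH3 peptide control; higher means more loss of mP so more displacement of Bim peptide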
Target sequence (Q07820 whole entry, looked up): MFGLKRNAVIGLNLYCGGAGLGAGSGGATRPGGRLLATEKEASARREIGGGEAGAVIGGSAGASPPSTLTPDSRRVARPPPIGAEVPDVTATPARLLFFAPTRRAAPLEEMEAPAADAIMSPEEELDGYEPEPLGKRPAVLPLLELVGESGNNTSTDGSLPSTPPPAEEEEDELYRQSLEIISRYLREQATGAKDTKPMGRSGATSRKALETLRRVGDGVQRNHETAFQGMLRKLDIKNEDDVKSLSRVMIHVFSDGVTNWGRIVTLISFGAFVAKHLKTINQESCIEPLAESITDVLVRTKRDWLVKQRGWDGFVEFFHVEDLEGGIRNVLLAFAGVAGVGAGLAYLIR
GLD-1 TGE inh = GLD-1/TGE RNA complex disruptors, primary screen, biochemical, fluorescence polarization. purified GLD-1 + fluorescein TGE RNA. AID 2280, 2010. hit rate 0.44% among 320,000. inhibition, % at 5.96 µM;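 active means percent inhibition above a per-plate cutoff, the plate mean of test compounds plus 3 SD, cut at about 30% in these data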;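 further: 0% = DMSO wells with GLD-1 and probe and 100% = wells lacking GLD-1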
Target sequence (Q17339 whole entry, looked up): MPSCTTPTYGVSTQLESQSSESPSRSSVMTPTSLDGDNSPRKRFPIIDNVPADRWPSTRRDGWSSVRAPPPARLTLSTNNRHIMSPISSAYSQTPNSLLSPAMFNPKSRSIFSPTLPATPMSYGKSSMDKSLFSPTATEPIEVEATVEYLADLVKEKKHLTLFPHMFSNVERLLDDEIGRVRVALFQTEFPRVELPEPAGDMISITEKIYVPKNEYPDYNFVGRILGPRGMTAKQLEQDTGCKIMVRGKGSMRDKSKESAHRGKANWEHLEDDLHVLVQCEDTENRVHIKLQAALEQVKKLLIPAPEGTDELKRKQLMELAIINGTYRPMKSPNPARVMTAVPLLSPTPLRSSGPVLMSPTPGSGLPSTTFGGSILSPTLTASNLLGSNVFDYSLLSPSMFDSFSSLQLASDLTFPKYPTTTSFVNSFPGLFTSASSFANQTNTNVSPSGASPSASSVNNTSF
VLA-4 inh = inhibition in human VLA-4 binding assay, primary screen, VLA-4 allosteric modulator project, MLPCN library, flow cytometry, VLA-4 expressing cells; Integrin alpha-4 (Homo sapiens), P13612; ligand binding flow cytometry; inhibition, % (about 7 µM as worked out from the volumes in the protocol); hit rate 0.2% among 330,000; AID 2557, 2010; in the data active means inhibition above about 50%
The depositor's hits bear a star; ? = inconclusive; . = no result given; [ ] = remark or other dose.

SMILES	MEX-5 binding	GRK2 inh	AGP1 TOR yeast	Bcl-xL primary	CIT2 TOR yeast	Fam108B inh	MCL1-BIM inh	GLD-1 TGE inh	VLA-4 inh
Cc1cnc(C(=O)NCCc2ccc(S(=O)(=O)NC(=O)NC3CCCCC3)cc2)cn1	-0.6	0	98	4	100	-1	3	-2	36
CC(C)(CS(=O)(=O)[O-])NC(=O)CC[N+](C)(C)CCO	-1.3	99*	93	3	86	3	4	-6	19
COc1ccc(C(C)=O)cc1CSc1nnc(Nc2ccccc2)s1	1.4	0	82	4	98	4	4	-1	0
COc1ccc(/C=N/NC(=O)c2cccnc2)cc1COc1ccc([N+](=O)[O-])cc1	-2.5	0	98	3	92	-10	6	3	22
COc1cc(OC)cc(-c2n[nH]c(=S)n2-c2cc(OC)ccc2OC)c1	2.5	0	91	-6	105	-1	-1	-1	2
CC(C(=O)Nc1ccc(C(=O)O)c(O)c1)N1C(=O)/C(=C\c2ccco2)SC1=S (centres undefined)	-26*	16	92	47*	91	19*	91*	32*	-6
Cc1onc(-c2ccccc2)c1C(=O)NNC(=O)c1ccccc1O	-11	0	118	0	106	4	12	4	-1
O=C1CCN(CCc2ccccc2)CCN1CCOc1ccccc1	2.4	0	98	5	94	-3	3	-2	-10
O=C(O)Cc1c[nH]c2ccc(O)cc12	0.2	0	98	6	105	-1	-1	5	0
O=C(Nc1cccc2ccccc12)c1cnsn1	0.1	0	95	7	118	-1	-5	7	-4
NS(=O)(=O)c1cnccc1Nc1ccc(Cl)cc1	2.7	2	87	0	91	1	-2	3	9
CCC(C)C(=O)Nc1nnc(CCc2ccccc2)s1 (centres undefined)	0.4	1	105	-4	102	-2	4	-4	-4
NC(=O)N=Nc1c(O)[nH]c2ccc([N+](=O)[O-])cc12	-3.1	1	99	3	101	0	3	1	4
S=C(CN1CCCC1=S)NCCc1ccccc1	1.6	0	115	4	107	0	1	-3	0
O=C(NCc1ccco1)C1CCCN(S(=O)(=O)Cc2ccccc2)C1 (centres undefined)	-2.0	3	97	6	96	-2	0	1	-14
Cc1cc(C)cc(NC(=O)c2ccc(CSc3nnc(C)s3)cc2)c1	1.5	0	92	2	97	-2	-2	-3	3
O=C(Nc1c2c(nn1-c1ccccc1)CS(=O)(=O)C2)c1cc2ccccc2o1	-0.2	0	92	0	100	-3	-1	1	-21
CC1CN(Cc2c(O)ccc3c(=O)c(-c4ccccc4Cl)coc23)CC(C)O1 (centres undefined)	0.9	2	99	-4	96	-4	-7	6	3
C=CCn1c(-c2csc(-c3ccc(Cl)cc3)n2)n[nH]c1=S	-4.0	1	106	-18	106	8	-13	-3	-3
O=c1[nH]c(=S)[nH]cc1S(=O)(=O)c1cccc(Cl)c1	1.6	0	76	.	96	.	.	.	22
Cn1c(CNC(=O)c2ccccc2F)nnc1SCC(=O)N1CCN(c2ccccc2)CC1	0.3	0	97	7	103	2	-3	-1	2
CC(=O)NC(c1ccccc1)c1cc(Cl)c2cccnc2c1O (centres undefined)	-3.3	1	94	6	94	-3	15	2	9
CC(/C=C/c1ccccc1)=N\NC(=O)C1CC1(C)c1ccccc1 (centres undefined)	-1.7	0	100	10	101	-25	4	-3	.
COc1ccc(C(=O)Nc2ccccc2C(=O)NC(Cc2ccc(O)cc2)C(=O)NNC(=O)c2ccncc2)cc1 (centres undefined)	2.1	1	105	-2	102	-9	-1	4	56*
COc1ccc(OCC(O)CON2C(=O)c3ccccc3C2=O)cc1 (centres undefined)	0.1	1	98	0	92	7	0	2	-6
COc1cc(-c2nnn(Cc3ccccc3C)n2)cc(OC)c1OC	-1.4	0	100	-5	94	-7	-4	-7	1
Cc1cccc2c1N(CCOc1ccccc1Cl)C(=O)C2=O	1.1	4	101	5	98	0	8	-1	19
CS(=O)(=O)N(CC(O)Cn1c2ccccc2c2ccccc21)c1ccccc1 (centres undefined)	2.4	1	103	5	105	4	0	3	-3
CC1=NN(c2ccccc2)C(=O)/C1=C\c1cc(C)n(-c2ccccc2)c1C	-2.9	0	99	1	104	2	5	0	-32
O=CN1CCN(C(C(=O)NC2CCCC2)c2ccc(Cl)cc2)CC1 (centres undefined)	0.1	0	102	9	99	-6	8	-1	-5
Cc1sc(NC(=O)CN(C)C2CCCCC2)nc1-c1ccc2c(c1)CCN2S(=O)(=O)c1ccccc1	0.9	0	104	4	99	-3	5	-4	-4
CC1CCCCN1C(=O)CSc1nc(-c2ccccc2)cn1N (centres undefined)	.	5	109	1	101	5	-6	1	1
CCOC(=O)C1(Cc2ccccc2C(F)(F)F)CCN(C(=O)c2cc(C)n(C)n2)CC1	-0.4	0	103	2	99	0	-2	7	-1
Cc1ccc(S(=O)(=O)N2CCOCC2)cc1N/N=C(\C#N)c1nc2ccccc2[nH]1	0.0	6	94	7	108	-13	4	2	-8
COc1ccc2cc(/C(C)=N/NC(=O)c3cc(-c4cccnc4)nc4ccccc34)ccc2c1	-1.7	0	104	6	102	0	14	10	-4
COc1ccc(Cl)cc1NC(=O)C[n+]1ccccc1	-1.0	2	88[may fluoresce violet]	1	?	1	-18	3	-10
COc1ccccc1CNC(=S)NC1CCCCC1	-3.8	0	111	1	105	-1	5	2	6
Nc1ccc(Oc2ncccn2)cc1	-21	0	101	7	95	8	7	0	16
Cc1occc1C(=O)N/N=C/C=C/c1ccccc1[N+](=O)[O-]	1.7	5	102	4	102	2	0	3	-4
Cc1ccc(NC(=O)CCCn2nc(C)c3c(C)n(-c4ccccc4)nc3c2=O)cc1C	0.3	0	98	-2	108	-2	1	-6	0
COc1ccc(S(=O)(=O)N2CCOCC2)cc1NC(=O)COC(=O)c1[nH]c(C)c(C(C)=O)c1C	.	5	101	.	101	.	.	-2	-10
COc1ccc(C(=O)N/N=C(\C)c2cccc(NC(=O)c3ccc(F)cc3)c2)c(OC)c1	1.7	3	94	2	98	-24	-3	-2	0
CC(C)CCn1c(COc2ccccc2)n[nH]c1=S	1.6	53*	99	-23	80	2	-21	8	-4
CCC(Sc1nc2n[nH]c(C)c2c(=N)n1-c1cccc(Cl)c1C)C(=O)N(CC)CC (centres undefined)	-0.9	0	108	-7	108	-4	-1	1	.
CC1=CC(C)(C)N2C(=O)C3(C(C#N)=C(N)OC4=C3C(=O)CCC4)c3c(C)c(C)cc1c32 (centres undefined)	-1.5	0	106	-1	105	-2	8	9	9
CCC(CC)C(=O)OCC(=O)NC12CC3CC(CC(C3)C1)C2	-3.4	0	102	-5	92	-4	-4	0	4
CCCCNC(=O)CC1N=C2c3ccccc3N=C(SCC(=O)Nc3cccc(OC)c3)N2C1=O (centres undefined)	-0.4	2	89	1	90	0	4	3	1
O=C1c2ccccc2C(=O)N1CSc1nnc2c3ccccc3n(CCc3ccccc3)c2n1	0.2	1	100	5	103	-2	4	5	-8
S=c1nc[nH]c2c1ncn2C1CCCC1	-1.8	2	96	.	96	.	.	.	-9
Cn1nc(C(=O)Oc2cc(=O)n(C)c3ccccc23)c2ccccc2c1=O	0.3	1	94	5	94	2	-4	2	0
CCCCNC(=O)C(=O)NCC1CCCN1S(=O)(=O)c1cccs1 (centres undefined)	2.8	0	87	-3	88	0	1	5	16
O=C(COC(=O)c1ccc(Br)o1)Nc1ccc(Br)cc1	.	3	98	-1	91	.	-2	1	18
C/C(=N\NC(=S)Nc1ccccc1)C1Cc2ccccc2C(=O)O1 (centres undefined)	.	1	100	2	101	-1	3	-4	20
CCCCc1nc(NCCN)c(C#N)c2c1CSC(C)(C)C2	-2.0	0	92	-5	95	4	1	12	-3
NC1=NC[C@@H](CC2CCCCC2)N1CCc1cc(C(F)(F)F)cc(C(F)(F)F)c1	.	0	89	.	90	.	.	-2	11
Cc1ccc(-c2csc3ncn(C(C)C(=O)O)c(=O)c23)cc1 (centres undefined)	-0.5	2	105	4	100	-6	13	-2	-5
COCCN(CCOC)S(=O)(=O)c1ccc(C(=O)Nc2ccncc2)cc1	-0.4	3	92	.	94	.	.	.	7
O=C1C2CCCCN2C(=O)N1CCCCN1CCN(c2ccc([N+](=O)[O-])cc2)CC1 (centres undefined)	0.7	0	105	4	103	4	-2	2	10
O=S(=O)(c1ccc(F)cc1)N1CCN(c2ccccn2)CC1	1.7	1	92	8	86	-3	9	-3	1
Cc1cccc(C(=O)NC2CCCCCCC2)c1	-1.8	0	110	-2	112	4	-5	-3	6

(next part)
SMILES	MEX-5 binding	GRK2 inh	AGP1 TOR yeast	Bcl-xL primary	CIT2 TOR yeast	Fam108B inh	MCL1-BIM inh	GLD-1 TGE inh	VLA-4 inh
CCn1c(=O)c2c(nc(SCC(=O)NC3CCCC3)n2C)n(C)c1=O	-1.0	0	96	5	101	1	4	2	-10
CCOc1cc(C)c(S(=O)(=O)NCc2ccccn2)cc1C	2.3	0	104	2	98	-3	8	6	-12
COCC(=O)N1CCC(Oc2ccc(C(=O)NCCc3ccncc3)cc2)CC1	-3.8	0	105	8	103	1	8	3	19
S=c1[nH]nc(-c2ccc(Cl)cc2Cl)n1-c1ccc2c(c1)OCCO2	-1.0	0	106	-1	95	5	1	1	2
Cn1c(C(=O)NCCc2ccsc2)cc2c(=O)n(C)c3ccccc3c21	-4.0	2	100	2	95	-5	3	0	-2
CCOC(=O)/C(C#N)=C1\SS/C(=C(/C#N)C(=O)OCC)S1	0.1	3	90	13	94	2	10	1	4
COc1cccc(NC(=O)CC2COc3ccccc3O2)c1 (centres undefined)	-0.4	1	97	5	.	1	5	5	0
COc1ccc(Cl)cc1NC(=O)CN(C)C(=O)c1ccc(N2CCCCCC2)c([N+](=O)[O-])c1	-1.6	1	105	2	97	-2	-1	7	-13
O=C(O)CN(c1ccc(F)cc1)S(=O)(=O)c1ccc2c(c1)OCCO2	1.1	2	97	-2	89	0	-1	-1	25
Clc1ccccc1OCCCOc1cccc2cccnc12	-0.3	0	90	3	96	0	9	-1	-7
Cc1cc(Nc2ccccc2)n(CCOC(=O)COc2ccccc2)n1	0.0	1	105	2	103	-1	-2	-5	0
CC(C)n1c(N2CCCC2)nc2c1c(=O)[nH]c(=O)n2C	0.1	0	100	2	104	0	-1	1	16
Cc1ccc(-n2c(SCc3nnc4n3CCC4)nnc2-c2ccccc2)cc1	-1.5	1	101	1	97	0	-5	2	10
Cc1cc(N2CCOCC2)ccc1/C=C1\SC(=O)N(C(C)C)C1=O	-2.7	0	95	-5	102	2	-15	-18	-4
COC(=O)C1=C(CS(=O)(=O)c2ccc(C)cc2)NC(=O)NC1c1ccc(OC)c(OC)c1 (centres undefined)	-2.6	0	101	6	100	-1	3	8	9
CCCOc1ccc(S(=O)(=O)NNC(=O)c2cc3ccccc3o2)cc1	1.0	0	95	1	104	-4	8	-4	-3

High-throughput results as filed in PubChem BioAssay.

Hits appear at their usual frequency; about 2.2% have a hit in one of these screens.
